Arr AP2 block: blocks beta-arrestin peptide binding to AP2 adaptin; FITC-arrestin peptide / GST-AP2 beads, flow cytometry; AP2 beta2 appendage carries R879A mutation; inhibition, % at 10 µM; 0.31% of 340,000 active; AID 504490;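 active means inhibition above a set limit, near 3 SD of compounds lacking own fluorescence, cut at about 54% in these data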;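 further: plate controls were DMSO wells for no effect and 5 µM unlabelled arrestin peptide for full effect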
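Measured by: flow cytometry, FL1 (488/535 nm); Material: AP2 appendage R879A on GSH beads; Evaluation: percent response; Timing: pre-incubation 12 min, peptide binding 1 h, room temperature; Also added: 50 nM FITC-arrestin peptide; Medium: PBS with 0.05% Tween 20 and 0.1% BSA.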
PKA-R1A activ: activators of PKA-R1A complex; P00514+P68181; PKA-R1A dissociation, Cy5-IP20 fluorescence polarization; scaled: DMSO 0%, 113 µM cGMP 100%; activation, % at 11.4 µM; 0.083% of 340,000 active; AID 504707;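 active means percent activation above the mean of all tested compounds plus 3 SD, cut at about 19% in these data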;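 further: higher means more PKAc released from R1A so a rise in polarization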
E coli growth: bacterial growth inhibition, counter-screen for AddAB inhibitors; 0.27% of 330,000 active; inhibition, % at 11.9 µM; E. coli V3065 growth, OD600 absorbance, 18 h;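 active means inhibition above the campaign's mean inhibition across all tested compounds plus 3 SD, cut at about 9.9% in these data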;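 further: uninfected addAB+ strain grown without phage in ampicillin broth; 0% = DMSO wells and 100% = ciprofloxacin 0.95 µg/ml wells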
phage Ecoli inh: E. coli growth loss with phage present. inhibition, % at 11.9 µM. growth absorbance. 0.26% of 360,000 active. AID 651602; in the data active means inhibition above about 11%
DSG3 Ab inh: blocks pemphigus antibody binding to human desmoglein-3; 0.48% of 310,000 active; P32926; DSG3-coupled beads, scFv-anti-DSG3-GFP binding, flow cytometry; hits give low values; binding (percent of control), % at 10 µM;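 active means binding more than 3 SD below its plate's average and above zero; inconclusive means below that plate limit but binding exactly zero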;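 further: hits lower antibody fragment binding to DSG3; some compounds called inactive have numbers as strong as hits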
Target sequence (P32926 whole entry, looked up, the tested form may be a part): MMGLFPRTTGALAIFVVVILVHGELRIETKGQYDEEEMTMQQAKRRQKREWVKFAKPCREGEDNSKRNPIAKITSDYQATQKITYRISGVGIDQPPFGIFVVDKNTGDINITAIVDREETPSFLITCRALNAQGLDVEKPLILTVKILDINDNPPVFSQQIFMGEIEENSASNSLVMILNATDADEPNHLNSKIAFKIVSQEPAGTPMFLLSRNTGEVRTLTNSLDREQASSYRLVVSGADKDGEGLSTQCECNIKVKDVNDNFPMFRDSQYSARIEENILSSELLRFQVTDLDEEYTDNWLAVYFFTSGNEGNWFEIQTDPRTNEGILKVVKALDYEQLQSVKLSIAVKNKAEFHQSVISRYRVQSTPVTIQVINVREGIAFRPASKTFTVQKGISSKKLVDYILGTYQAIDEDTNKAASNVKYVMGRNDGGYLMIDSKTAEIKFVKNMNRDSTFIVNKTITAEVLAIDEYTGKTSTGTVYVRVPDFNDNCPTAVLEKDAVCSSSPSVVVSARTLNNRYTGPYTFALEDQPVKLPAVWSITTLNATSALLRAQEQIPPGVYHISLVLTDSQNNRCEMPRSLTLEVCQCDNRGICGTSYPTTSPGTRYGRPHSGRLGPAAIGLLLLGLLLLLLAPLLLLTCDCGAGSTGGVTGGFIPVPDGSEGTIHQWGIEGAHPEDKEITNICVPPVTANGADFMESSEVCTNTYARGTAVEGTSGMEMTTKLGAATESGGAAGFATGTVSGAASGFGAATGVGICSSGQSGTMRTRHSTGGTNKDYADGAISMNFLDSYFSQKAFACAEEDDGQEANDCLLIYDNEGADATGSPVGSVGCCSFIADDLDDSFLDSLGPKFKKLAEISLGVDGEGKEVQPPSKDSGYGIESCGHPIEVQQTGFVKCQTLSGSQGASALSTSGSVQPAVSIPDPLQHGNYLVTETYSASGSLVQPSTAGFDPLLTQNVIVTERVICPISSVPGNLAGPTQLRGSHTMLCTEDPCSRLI
PfHsp90 set2: growth inhibition of yeast expressing Plasmodium Hsp90; S. cerevisiae expressing PfHsp90, BacTiter-Glo ATP, 48 h; yeast lacking PDR1 and PDR3 efflux regulators; inhibition, % at 9.4 µM; 0.32% of 310,000 active; AID 504621;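 active means every replicate shows inhibition above about 80%, whatever the replicate mean, limit read from the data; inconclusive means mean inhibition reaches the set limit but some replicate falls short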;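 further: 0% = DMSO neutral controls and 100% = 20 µM radicicol positive controls; yeast relying on Plasmodium falciparum Hsp90 in place of its own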
Tat transport: inhibitors of E. coli Tat protein transport; E. coli MC4100 TorA-mCherry Tat export, fluorescence; inhibition, % at 10 µM; 0.036% of 340,000 active;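 active means mean replicate inhibition at least 50% and at least half of replicates individually reaching 50%; inconclusive means only one of the two criteria met; inactive means neither criterion met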;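 further: exported cargo escapes ClpAP degradation while cytoplasmic cargo is degraded and loses fluorescence; 0% = median of neutral control wells and 100% = median of NaSCN control wells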
MOR-DOR ag: agonists of human mu-delta opioid receptor heterodimerization; P35372+P41143; cells, OPRM1-OPRD1 heterodimerization, luminescence; activation, % at 9.3 µM; 0.3% of 340,000 active; AID 504326; in the data active means activation above about 18%;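 further: 0% = vehicle-treated cells and 100% = reference agonist; values of inactives mirror those of a sister screen read the other way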
AddAB inh: less growth of phage-infected E. coli with AddAB; E. coli expressing H. pylori AddAB, absorbance growth; inhibition, % at 11.9 µM; 0.29% of 330,000 active; in the data active means inhibition above about 12%;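 further: 0% = vehicle wells of infected cells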
SUMO Mot1 rescue: blocks SUMOylation pathway, rescuing yeast Mot1-301 growth; S. cerevisiae Mot1-301 growth rescue, ATP luminescence, 38.5C; percent above DMSO median, 100 means doubled; growth rescue, % at 18.8 µM; 1% of 320,000 active; AID 2716;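 active means every valid replicate shows activation above 250% relative to neutral control wells; inactive means the rest, any valid replicate at or below 250%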;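 further: OY570 slx delta 5 strain wells were the positive control but not used for scaling; some compounds called inactive have numbers as strong as hits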
MOR-DOR inv ag: mu-delta opioid heterodimer inverse agonism | 0.21% of 340,000 active | AID 504357 | inhibition, % at 9.3 µM | P35372+P41143 | cell-based MOR-DOR heterodimer luminescence; in the data active means inhibition above about 22%, passing the limit was not always enough;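 further: 0% = cells with DMSO and 100% = wells without cells with DMSO; values of inactives mirror those of a sister screen read the other way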
The depositor's hits bear a star; u = inconclusive; x = not tested or not shown; & = joins results of further samples.

#	SMILES	Arr AP2 block	PKA-R1A activ	E coli growth	phage Ecoli inh	DSG3 Ab inh	PfHsp90 set2	Tat transport	MOR-DOR ag	AddAB inh	SUMO Mot1 rescue	MOR-DOR inv ag
1	CCOC(=O)c1sc(NC(=O)c2ccc(OC(C)=O)cc2)nc1C	-2	3	-0.9	4.3	116	x	-2	2.3	-1.4	-6	-11
2	CCC(=O)c1cn(CC(=O)NCc2cccnc2)c2ccccc12	0	4	0.4	1.1	106	9	-3	-3.1	1.1	-1	18
3	COC(=O)c1ccc(C(=O)OC)c(NC(=S)N2CCC(N3CCCCC3)CC2)c1	-1	-5	0.1	1.4	102	2	-1	-3.1	-0.8	-10	17
4	CCCCNC(=O)/C=C/c1ccc(OC)c(Br)c1	14	-5	-0.9	0.1	96	x	4	-2.6	2.1	85	13
5	COc1ccc(C(CNC(=O)c2cccc(S(=O)(=O)Nc3ccccc3OC)c2)N2CCCCC2)cc1 (stereo unspecified)	-6	4	x	6.1	102	9	10	-2.1	x	x	14
6	Cc1nc(C(=O)N2CCCC(C(=O)c3ccc(Cl)cc3)C2)cs1 (stereo unspecified)	27	-3	-0.2	1.7	88	-5	1	-4.1	4.4	293	21
7	O=C(C1CCC(CNS(=O)(=O)c2cccs2)CC1)N1CCN(c2ccc(F)cc2)CC1 (stereo unspecified)	-1	-2	-0.6	1.7	x	3	-2	3.2	-1.0	183	-20
8	Fc1ccc(N/N=C/c2ccncc2)c(F)c1	26	8	-1.7	3.3	106	-3	-5	0.4	5.0	138	-2
9	N#Cc1ccccc1CSc1ccccn1	19	-9	1.9	2.6	x	-7	u	-3.3	3.7	0	15
10	N#Cc1ccc(OCC(=O)OCC(=O)Nc2cc(C(F)(F)F)ccc2N2CCOCC2)cc1	-5	-4	-1.7	2.5	94	0	-5	1.2	1.3	-19	-5
11	CC[C@@H]1C/C=C\Cc2ccccc2[C@@H](C(=O)C[C@H](O)CC(C)=O)OC1=O	2	-3	1.6	-0.2	95	11	-1	-0.7	4.2	2	3
12	Cc1ccc(S(=O)(=O)NCCNC(=O)c2cc(OCC(F)(F)F)ccc2OCC(F)(F)F)cc1	-4	3	0.5	2.4	x	x	1	0.9	2.4	-4	-5
13	COc1ccc(/C=C/C(=O)NC(=S)NNC(=O)c2cnccn2)cc1	-4	8	1.2	-2.1	x	97*	-4	-0.3	4.3	1	1
14	COc1cccc(NC(=S)N2CCN(C)CC2)c1	38	0	-0.3	2.7	110	-15	4	-2.2	3.7	-3	11
15	O=C(CNC(=O)c1ccc(Cl)cc1)c1ccc(Br)cc1	-9	-2	0.2	3.6	105	3	5	-2.9	-1.7	-11	13
16	CCCNc1c(NS(=O)(=O)c2ccc(C)cc2C)c(=O)oc2ccccc12	-11	-4	-2.0	0.4	92	-3	3	2.8	0.6	0	-14
17	CC(=O)CSc1cc(-c2ccccc2)nc2ncnn12	15	1	0.7	2.0	x	6	0	-3.3	0.3	-10	16
18	CCOC(=O)CNS(=O)(=O)c1ccc2c3c(cccc13)C(=O)N2CC	11	-7	0.3	0.6	112	x	-1	-1.5	2.1	-4	7
19	Cc1ccc(N2C(=O)N(CC(=O)Nc3ccc(C)cc3Cl)C(=O)C2C)cc1 (stereo unspecified)	16	-2	0.0	-3.0	105	-11	9	-1.5	0.5	25	10
20	C/C(=N\NC(=O)c1ccn(C)n1)c1cccc(NC(=O)c2ccncc2)c1	-6	2	-0.3	0.4	102	19	0	-3.9	1.9	174	20
21	Cc1occc1C(=O)NNC(=O)C1CCCC1	38	5	0.4	1.8	x	-9	-3	-2.1	-0.2	x	10
22	COc1cc(OC)cc(C(=O)Nc2ccc(C(=O)NCC3CCCO3)cc2)c1 (stereo unspecified)	11	-1	-0.5	2.0	97	4	-4	-2.7	0.8	0	13
23	CCC(=O)c1ccc(OCC(=O)OCC(=O)N2CCCc3ccccc32)cc1	-15	1	-0.4	-1.8	105	19	0	0.4	1.6	122	-2
24	Cc1cc(C)c(NC(=O)CN2CCOCCOCCOCCOCC2)c(C)c1	-71	0	1.9	2.1	97	-8	10	-0.1	-0.2	0	1
25	Cc1csc(NC(=O)c2ccc(N3CCCC3=O)cc2)n1	-1	-16	-0.2	2.8	97	19	-1	-0.8	4.8	-31	4
26	Cn1c(SCC(N)=O)nnc1-c1ccc(S(=O)(=O)N2CCCC2)cc1	0	3	3.0	1.4	x	-3	1	-1.7	2.5	-7	9
27	Cc1cc(C)c(OCC(=O)Nc2nnc(C3CC3)s2)c(C)c1	26	6	x	1.3	94	x	4	2.2	x	x	-12
28	CC1CCN(C(=O)N[C@@H](Cc2ccccc2)C(=O)O)CC1	5	-14	2.4	0.2	108	-10	0	-2.2	2.2	-8	12
29	COc1ccc(C(CCN)c2ccc3c(c2)OCO3)cc1 (stereo unspecified)	-7	-4	2.0	4.0	114	-1	5	-2.2	0.9	3	10
30	CC(=O)NC1(NC(C)=O)CCN(C)CC1	27	-1	-0.9	1.9	105	8	-5	-1.9	0.4	10	10
31	COC(=O)c1ccc(CO/N=C2\CCCc3nonc32)cc1	37	0	-1.0	3.1	96	-2	-4	-1.3	0.3	342	6
32	CCC(C)(C)n1nnnc1C(C(C)C)N(CCCO)Cc1cc2cc(C)ccc2[nH]c1=O (stereo unspecified)	5	-8	0.2	2.3	x	-10	8	-3.0	2.5	29	12
33	COc1ccc(-c2nc(C(=O)NCC3CCCO3)cc3c2[nH]c2ccccc23)cc1 (stereo unspecified)	-11	-5	1.2	3.1	99	1	13	-0.3	5.0	-2	2
34	O=C(N[C@@H]1C/C=C\C[C@@H](CC(=O)N(CCO)Cc2ccccc2)C(=O)N[C@H](Cc2ccccc2)COC1=O)OCC1c2ccccc2-c2ccccc21	23	3	0.9	-1.3	104	-1	5	-3.4	0.7	3	16
35	CCC(=O)Nc1ccc(C(=O)CSc2nc3ccc(C)cc3[nH]2)cc1	2	-12	-2.8	1.3	71	-15	-8	-2.9	2.8	0	15
36	Cc1ccc(C(=O)CCNc2ccc(Br)cc2)o1	4	-11	-1.4	-1.4	68	19	-2	-1.4	1.2	13	8
37	CCn1c(=O)c(=O)n(CC)c2cc(S(=O)(=O)Nc3cccc(OC)c3)ccc21	14	-11	-0.9	0.6	91	x	5	2.1	0.8	-2	-11
38	CCCCn1c(N)c(N(CCC(C)C)C(=O)CC2OC(=O)c3ccccc32)c(=O)[nH]c1=O (stereo unspecified)	-5	7	-0.7	1.7	96	25	2	-3.0	3.1	14	15
39	COc1cccc(N2CCN(S(=O)(=O)c3c(C)[nH]c(C)c3C(=O)N3CCCC3)CC2)c1	18	-1	-3.6	0.0	98	-19	3	0.2	1.7	17	-1
40	O=C(Nc1nncs1)c1ccc2c(c1)OCO2	-9	5	-2.3	1.4	90	-48	0	-2.4	0.0	-16	14
41	O=C(Nc1ccc2ccccc2n1)C1CCCCC1	13	x	-1.9	1.6	98	x	x	x	1.6	16	x
42	Cc1ccc2sc(N(CCCN(C)C)C(=O)c3ccc(S(=O)(=O)N4CCCCCC4)cc3)nc2c1C	27	-9	-0.6	3.0	98	4	9	3.6	5.3	-16	-24
43	CC1=C(C(=O)OCc2ccccc2)C(c2cccnc2)c2c(n(C)c(=O)n(C)c2=O)N1 (stereo unspecified)	41&3	-6&0	0.2	4.1	121&106	34&-27	5&1	-0.2&-0.7	2.2	-8	1&4
44	CC12CC3(C)CC(C)(C1)CC(C(=O)NCc1ccccn1)(C2)C3	37	-2	2.1	4.4	106	-9	0	-1.1	4.4	1	6
45	N#CCCN(C(=O)CN1CCN(S(=O)(=O)c2ccc(Cl)s2)CC1)c1ccc(F)cc1	-4	-12	1.2	4.4	104	-14	0	-1.6	2.9	-7	6
46	COC(=O)COc1cc(Cl)c(C=O)cc1OC	-14	-14	0.2	3.2	97	15	-4	-3.0	0.8	-1	15
47	Cc1cc(C)c(S(=O)(=O)Nc2cccc3nsnc23)c(C)c1	0	-1	1.4	2.3	116	x	4	0.2	3.8	0	-1
48	COc1cccc(CNC(=O)C2CCN(S(=O)(=O)c3ccc4c(c3)NC(=O)CO4)CC2)c1	5	5	-0.5	1.4	99	4	0	-1.1	2.5	-17	6
49	CCOC(=O)c1cnc(SC)nc1Oc1cccc(NC(=O)c2ccc(Cl)cc2)c1	4	-13	1.9	0.3	113	-1	-6	-2.6	4.2	155	12
50	COc1cc(C(=O)ON=C2C3CC4CC(C3)CC2C4)cc(OC)c1OC	4	-3	-4.0	2.6	117	-24	2	10	-0.8	-13	-48
51	Cc1ccc(-c2cc3nc(C)cc(NCc4ccco4)n3n2)cc1	4	-6	-2.6	2.8	103	3	6	-1.0	-0.7	22	6
52	CC(O)c1nc2ccccc2n1CCOc1ccccc1 (stereo unspecified)	2	3	-1.4	1.7	111	4	-9	-0.8	1.3	4	5
53	N#C/C(=C\c1cn[nH]c1-c1ccc(Cl)cc1)C(=O)NCc1ccccc1	18	-5	-0.4	1.3	109	21	u	1.6	-1.0	-10	-8

Reformatted: entries from further up
Values in the order – Arr AP2 block	PKA-R1A activ	E coli growth	phage Ecoli inh	DSG3 Ab inh	PfHsp90 set2	Tat transport	MOR-DOR ag	AddAB inh	SUMO Mot1 rescue	MOR-DOR inv ag
50: COc1cc(C(=O)ON=C2C3CC4CC(C3)CC2C4)cc(OC)c1OC
→ 4	-3	-4.0	2.6	117	-24	2	10	-0.8	-13	-48
51: Cc1ccc(-c2cc3nc(C)cc(NCc4ccco4)n3n2)cc1
→ 4	-6	-2.6	2.8	103	3	6	-1.0	-0.7	22	6
53: N#C/C(=C\c1cn[nH]c1-c1ccc(Cl)cc1)C(=O)NCc1ccccc1
→ 18	-5	-0.4	1.3	109	21	u	1.6	-1.0	-10	-8
47: Cc1cc(C)c(S(=O)(=O)Nc2cccc3nsnc23)c(C)c1
→ 0	-1	1.4	2.3	116	x	4	0.2	3.8	0	-1
48: COc1cccc(CNC(=O)C2CCN(S(=O)(=O)c3ccc4c(c3)NC(=O)CO4)CC2)c1
→ 5	5	-0.5	1.4	99	4	0	-1.1	2.5	-17	6

An excerpt from above in order of their number in Tat transport, low to high.
#	compound	Tat transport
52	CC(O)c1nc2ccccc2n1CCOc1ccccc1 (stereo unspecified)	-9
49	CCOC(=O)c1cnc(SC)nc1Oc1cccc(NC(=O)c2ccc(Cl)cc2)c1	-6
45	N#CCCN(C(=O)CN1CCN(S(=O)(=O)c2ccc(Cl)s2)CC1)c1ccc(F)cc1	0

Screening data as filed in PubChem BioAssay.
